Source: PubChem
GCN5L2 inh = GCN5L2 (KAT2A) acetyltransferase inhibition | GCN5L2 HAT assay, ThioGlo1 CoA-SH fluorescence | Potency, µM (titrated, usually from 58.9 µM), inactives show at the highest dose activity change, negative = inhibition, hits mostly inhibitors | 390,000 compounds, 0.21% hits | AID 504327; active means well fitted inhibition curve with a large enough effect; inconclusive means small, poorly fitted or top-dose-only effect, or another doubt; inactive means no such curve, though single readings can be large or run the other way
Target sequence (Q92830 whole entry, looked up): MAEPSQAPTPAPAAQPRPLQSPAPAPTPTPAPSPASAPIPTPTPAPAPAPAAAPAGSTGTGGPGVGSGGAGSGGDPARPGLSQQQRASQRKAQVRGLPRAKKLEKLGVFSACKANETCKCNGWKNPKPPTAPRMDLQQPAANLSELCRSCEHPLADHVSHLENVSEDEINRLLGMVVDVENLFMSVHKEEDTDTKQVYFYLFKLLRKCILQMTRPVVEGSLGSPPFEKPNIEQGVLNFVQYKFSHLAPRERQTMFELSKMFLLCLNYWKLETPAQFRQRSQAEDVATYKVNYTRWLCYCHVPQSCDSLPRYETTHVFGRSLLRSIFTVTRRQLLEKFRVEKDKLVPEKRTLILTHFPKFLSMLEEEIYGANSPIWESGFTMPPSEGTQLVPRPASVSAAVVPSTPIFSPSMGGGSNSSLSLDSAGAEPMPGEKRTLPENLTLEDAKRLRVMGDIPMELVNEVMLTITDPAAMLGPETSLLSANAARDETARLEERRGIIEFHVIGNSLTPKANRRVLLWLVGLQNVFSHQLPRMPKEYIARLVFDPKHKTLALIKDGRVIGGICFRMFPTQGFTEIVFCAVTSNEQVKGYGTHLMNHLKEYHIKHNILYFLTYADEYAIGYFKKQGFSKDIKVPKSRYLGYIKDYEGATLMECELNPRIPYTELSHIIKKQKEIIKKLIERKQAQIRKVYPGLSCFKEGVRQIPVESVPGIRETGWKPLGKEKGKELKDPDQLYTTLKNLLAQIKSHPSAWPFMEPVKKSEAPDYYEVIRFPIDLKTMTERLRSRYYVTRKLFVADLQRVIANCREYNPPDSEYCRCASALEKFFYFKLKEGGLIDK
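Compounds, pin-transferred from DMSO stocks, meet 20nM GCN5L2 for 15 min before the reaction begins with H3(1-25) peptide (75uM) and acetyl-CoA (70uM). Thiol-reactive ThioGlo1 reports CoA release over 20 min at room temperature.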
* = called active by the depositor; ? = inconclusive; & = joins results of further samples; [ ] = remark or other dose. On the % scale 0 is the no-effect control and ±100 the full control effect; potency means the concentration at half of the fitted maximal effect. Not all compounds are listed; rates above refer to the full screens.

SMILES | GCN5L2 inh
CCC(C)C(N)C(=O)NC(CC(N)=O)C(=O)NC(CC(C)C)C(=O)NC(CCCCN)C(=O)NC(C)C(=O)NC(CC(C)C)C(=O)NC(C)C(=O)NC(C)C(=O)NC(CC(C)C)C(=O)NC(C)C(=O)NC(CCCCN)C(=O)NC(CCCCN)C(=O)NC(C(=O)NC(CC(C)C)C(N)=O)C(C)CC (stereo unspecified) | -15%
Cc1ccnc(SCCn2c(N3CCCCC3)nc3c2c(=O)[nH]c(=O)n3C)n1 | -3%
COc1ccccc1-c1c(NC(=O)c2ccco2)n(-c2ccccc2)nc(C)c1=O | -2%
Cc1ccc(Cl)cc1NC(=O)c1sc2nc(C)c(C)c(C)c2c1N | -2%
COC(=O)c1ccc(CSc2ccc3nnc(-c4ccc(OC)cc4)n3n2)o1 | -5%
Cn1/c(=N/N=C/c2ccc([N+](=O)[O-])cc2)sc2ccccc21 | -3%
C=C(C)C(=O)OCCOC(=O)C(=C)C | 44%[activator]
CC(=O)c1ccc(N2CCN(CC(=O)Nc3ccc(N4CCOCC4)cc3)CC2)cc1 | -5%
COc1cccc(CC(NC(C)=O)C(=O)NC2CCN(c3ncccc3[N+](=O)[O-])CC2)c1 (stereo unspecified) | 1%
CNC(=O)C(N)CSC(C)C1=C(C)c2cc3[n-]c(cc4nc(cc5[n-]c(cc1n2)c(C)c5CCC(=O)O)C(CCC(=O)O)=C4C)c(C)c3C(C)SCC(N)C(=O)NC.[Fe+2] (stereo unspecified) | -3%
O=C(Oc1ccc([N+](=O)[O-])cc1)c1ccc(Cl)c(S(=O)(=O)N2CCCCC2)c1 | -2%
CC[C@H](C)[C@H](NC(=O)[C@H](C)NC(=O)CNC(=O)[C@H](CCCN=C(N)N)NC(=O)[C@H](C)NC(=O)[C@H](CC(C)C)NC(=O)[C@H](CCC(=O)O)NC(=O)[C@H](CC(C)C)NC(=O)[C@H](C)NC(=O)[C@@H](N)CCC(=O)O)C(=O)N[C@@H](Cc1ccccc1)C(=O)N[C@@H](CCC(N)=O)C(=O)N[C@@H](C)C(=O)O | 0%
CC[C@H]1C(c2cccc(Cl)c2)=NN(c2ccccc2)[C@@H]1CO | -17%[88.6 µM]
Cc1ccc2c(c1)C(c1ccncc1)=NNC(c1ccc(C(C)C)cc1)=N2 | 0%
O=C1c2ccccc2C(=O)C12OC2c1ccc(Cl)cc1 (stereo unspecified) | -2%
NCc1c(O)ccc2ccccc12 | 0%
COc1ccc(OC)c(S(=O)(=O)NCCc2sc(-c3ccc(C)cc3)nc2C)c1 | -12%
COc1ccc(S(=O)(=O)NCCc2sc(C)nc2C)cc1F | -1%
O=C(CSc1nnc(-c2ccc(Cl)cc2)o1)c1ccc([N+](=O)[O-])cc1 | -5%
c1ccc(C(c2cccs2)c2c[nH]c3ccccc23)cc1 (stereo unspecified) | -5%

A draw from above in order of formula weight, lowest first.
SMILES | GCN5L2 inh
Cc1ccc2c(c1)C(c1ccncc1)=NNC(c1ccc(C(C)C)cc1)=N2 | 0%
O=C(Oc1ccc([N+](=O)[O-])cc1)c1ccc(Cl)c(S(=O)(=O)N2CCCCC2)c1 | -2%
CNC(=O)C(N)CSC(C)C1=C(C)c2cc3[n-]c(cc4nc(cc5[n-]c(cc1n2)c(C)c5CCC(=O)O)C(CCC(=O)O)=C4C)c(C)c3C(C)SCC(N)C(=O)NC.[Fe+2] (stereo unspecified) | -3%

Returning to the listing; the five compounds before the break are reprinted first.
SMILES | GCN5L2 inh
NCc1c(O)ccc2ccccc12 | 0%
COc1ccc(OC)c(S(=O)(=O)NCCc2sc(-c3ccc(C)cc3)nc2C)c1 | -12%
COc1ccc(S(=O)(=O)NCCc2sc(C)nc2C)cc1F | -1%
O=C(CSc1nnc(-c2ccc(Cl)cc2)o1)c1ccc([N+](=O)[O-])cc1 | -5%
c1ccc(C(c2cccs2)c2c[nH]c3ccccc23)cc1 (stereo unspecified) | -5%
Cc1cc(/C=C(\C#N)c2nnc(N3CCOCC3)n2-c2ccccc2)c(C)n1-c1ccccc1 | -8%
Cc1ccc(-c2ccc(SCC(=O)N3CCc4ccccc43)nn2)cc1 | 38%[activator]
Cc1ccnc(NC(c2ccccc2F)c2ccc3cccnc3c2O)c1 (stereo unspecified) | -18%
C#CCOCCOCCOCCNc1nc(N2CCN(C(=O)[C@H](Cc3ccc(O)cc3)n3cc([C@@H](N)C(C)CC)nn3)CC2)nc(N2CCN(C(=O)[C@H](Cc3cc4ccccc4[nH]3)n3cc([C@@H](N)Cc4ccc(O)cc4)nn3)CC2)n1 (stereo partly specified) | -13%
CCN(CC)CCN1C(=O)C(O)=C(C(C)=O)C1c1ccccc1 (stereo unspecified) | 0%
Cc1cc2ncn(/N=C/c3cc(Br)ccc3O)c2cc1C | -13%
CSc1ccc(C2C(C(=O)Nc3ccccc3)=C(C)Nc3nc4ccccc4n32)cc1 (stereo unspecified) | -3%
CCOC(=O)c1cnc(-n2nc(C)cc2C)nc1Nc1ccccc1OC | 1%
CC(=O)N1CCc2cc(C(=O)CN3CCCN(Cc4ccc(F)cc4)C3)ccc21 | -7%
Cc1cccn2c(=O)c3cc(C#N)c(=N)n(Cc4ccncc4)c3nc12 | -7%
CC1CCN(C(=O)CN2CCSc3ccc(S(=O)(=O)N(C)C)cc32)CC1 | -2%
O=c1[nH]c(CSc2nnc3ccccn23)nc2cc(C(F)(F)F)ccc12 | -4%
Cc1ccc(Nc2nc(N)nc(CN3CCN(C)CC3)n2)cc1C | -17%
COc1cccc(-c2nnc3sc(-c4ccc(Cl)cc4)nn23)c1 | 1%
O=C(N=Nc1c(O)n(C2OC(=O)c3ccccc32)c2ccccc12)c1ccco1 (stereo unspecified) | -1%
COC(=O)c1ccc(NC(=O)c2ccc3c(c2)NC(=O)C2CCCN32)cc1 (stereo unspecified) | -29%
CC(C)CCCC(C)C1CC(=O)C2=C3CCC4CC(O)CCC4(C)C3CCC21C (stereo unspecified) | -11%
O=C(c1ccco1)n1nc(-c2ccccc2)nc1NCc1ccc(Cl)cc1 | -1%
Cc1ccc(NC2=CC(=O)c3sc(C)nc3C2=O)cc1 | 40%[activator]
O=C(OCn1ncc(Br)c(Br)c1=O)c1c(F)cccc1F | -19%
Cc1nc2ccccc2n1CCc1nc2c3ccccc3nc(SCC#N)n2n1 | 1%
COc1ccc2cc(C(c3nnnn3C(C)(C)C)N3CCc4ccccc4C3)c(=O)[nH]c2c1 (stereo unspecified) | -5%
O=C(Nc1cc(Cl)cc(Cl)c1)C(NCCCO)c1ccccc1 (stereo unspecified) | 0%
Brc1ccc(/C=N/Nc2nncc(-c3ccccc3)n2)o1 | -16%
COc1ccc2oc(=O)c(C(=O)OCC(=O)c3ccc([N+](=O)[O-])cc3)cc2c1 | -5%
CCOC(=O)c1c(C)oc2ccc(N(C(C)=O)S(=O)(=O)c3c(C)cc(C)cc3C)cc12 | 0%
COc1cccc(C(=O)Nc2ccc3nc(N4CCN(c5ncccn5)CC4)cc(C)c3c2)c1OC | -3%
Clc1ccc(NCc2ccsc2)cc1 | ?
CC(C)(C)C1=CC=C(C(C)(C)C)C(=O)C1=O | -25%
CC(C)=NOCc1ccc(-c2cn([C@@H]3COC[C@H]3O)nn2)cc1 | -2%
O=C(Sc1cccc2cccnc12)c1ccccc1Br | -5%
Cc1ccc2c(c1)-n1c(nc3cc(F)ccc3c1=O)C(Cc1ccc(O)cc1)NC2=O (stereo unspecified) | 1%
Cc1ccc(S(=O)(=O)Nc2c(Cl)c(Cl)c(O)c3ccccc23)cc1 | ?
CC(=O)Nc1ccc(NC(=O)c2ccc3c(c2)N(Cc2cccc(Cl)c2)C(=O)c2ccccc2S3(=O)=O)cc1 | -12%
CSCC[C@@H]1NC(=O)[C@@H](NC(=O)[C@H](CCCNC(=N)N)NC(=O)[C@H](CC(C)C)NC(=O)[C@H](CCSC)NC(=O)[C@H](CC(=O)O)NC(=O)[C@H](Cc2ccccc2)NC(=O)[C@@H](N)CC(=O)O)CSSC[C@@H](C(=O)N[C@@H](Cc2c[nH]c3ccccc23)C(=O)N[C@@H](CCC(N)=O)C(=O)N[C@H](C(=O)O)C(C)C)NC(=O)[C@@H]2CCCN2C(=O)[C@H](CCCNC(=N)N)NC(=O)[C@H](Cc2ccc(O)cc2)NC(=O)[C@H](C(C)C)NC(=O)[C@H](CCCNC(=N)N)NC(=O)CNC(=O)[C@H](CC(C)C)NC1=O | 6%
N[C@H](C(=O)N[C@@H]1C(=O)N2C(C(=O)O)=C(Cl)CS[C@@H]12)c1ccccc1 | -22%&7%[21.4 µM]
CC(NC(=O)c1cc(=O)[nH]c2ccc(Br)cc12)c1ccccc1 (stereo unspecified) | 0%
CC(NC(=O)c1cc(-c2ccccc2)nc2ccccc12)C1CCCO1 (stereo unspecified) | 1%
COc1ccccc1N1CCN(C(=O)COc2ccc(S(=O)(=O)NC(C)(C)C)cc2)CC1 | 1%
N#CC1=C(N)N2C(=C(C#N)C1c1ccccc1)Sc1ccccc12 (stereo unspecified) | 2%
CN(C)CCN1C(=O)c2oc3ccccc3c(=O)c2C1c1ccccc1 (stereo unspecified) | 0%
CCOC(=O)c1c(N)n(-c2ccccc2CC)c2nc3ccccc3nc12 | 4%
Cc1cc2oc(=O)cc(-c3ccccc3)c2c(C)c1-c1sccc1C=O | 14%[88.6 µM]
CCOCC(=O)Nc1ccc(C(=O)Nc2ccccc2Cl)cc1 | 0%
CC1(C)N=C(N)N=C(N)N1c1ccc(C(=O)O)cc1 | -6%[0.501 µM]
CC(C)OCCCN(Cc1ccco1)C(=O)c1cc2c(s1)-c1ccccc1OC2 | -8%
O=C(O)CCN=C1CCc2ccccc2N1 | -5%
O=C1CC(c2ccccc2)Sc2ccccc2N1Cc1ccccc1F (stereo unspecified) | -3%
COc1ccc(C2=Nn3c(nnc3-c3ccccc3C(F)(F)F)SC2)cc1OC1CCOC1 (stereo unspecified) | -7%
N/C(Cc1cccc2ccccc12)=N\OC(=O)c1ccc(Br)o1 | -4%
Cc1ccc2c(=O)n3c(nc2c1)C(Cc1ccc(O)cc1)NC(=O)c1ccc(Cl)cc1-3 (stereo unspecified) | -2%
CN(C)S(=O)(=O)c1ccc2c(c1)N(CC(=O)N1CCC(C(N)=O)CC1)CCS2 | -11%
COC(=O)c1ccccc1NC(=O)C/C(C)=N/NC(=O)Cc1ccc(Cl)cc1 | -8%
Cc1cc(C)cc(N(C(=O)CCC(=O)Nc2ccccn2)C(C(=O)NC(C)C)c2ccc(O)cc2)c1 (stereo unspecified) | -12%
Cc1ccc2oc(-c3ccc(C)c(NC(=O)c4ccc(C(C)(C)C)cc4)c3)nc2c1 | -8%
CO/N=C(\C(=O)N[C@@H]1C(=O)N2C(C(=O)O)=C(COC(C)=O)CS[C@@H]12)c1csc(N)n1 | 0%
CC[C@H](C)[C@H](NC(=O)[C@H](Cc1ccc(O)cc1)NC(=O)[C@H](Cc1cnc[nH]1)NC(=O)[C@H](CCCNC(=N)N)NC(=O)[C@H](CC(C)C)NC(=O)[C@H](C)NC(=O)[C@H](CO)NC(=O)[C@H](Cc1ccc(O)cc1)NC(=O)[C@H](Cc1ccc(O)cc1)NC(=O)[C@H](CCCNC(=N)N)NC(=O)[C@H](C)NC(=O)[C@H](CCSC)NC(=O)[C@H](CC(=O)O)NC(=O)[C@H](CCC(=O)O)NC(=O)[C@H](C)NC(=O)[C@@H]1CCCN1C(=O)[C@H](C)NC(=O)[C@H](CC(=O)O)NC(=O)[C@H](CCC(=O)O)NC(=O)CNC(=O)[C@@H]1CCCN1C(=O)[C@H](CC(N)=O)NC(=O)[C@H](CC(=O)O)NC(=O)[C@@H]1CCCN1C(=O)[C@H](CCCCN)NC(=O)[C@H](CO)NC(=O)[C@@H]1CCCN1C(=O)[C@@H](N)Cc1ccc(O)cc1)C(=O)N[C@@H](CC(N)=O)C(=O)N[C@@H](CC(C)C)C(=O)N[C@@H](CC(C)C)C(=O)N[C@H](C(=O)N[C@@H](CCCNC(=N)N)C(=O)N1CCC[C@H]1C(=O)N[C@@H](CCCNC(=N)N)C(=O)N[C@@H](Cc1ccc(O)cc1)C(N)=O)[C@@H](C)O | -16%
O=C1C2C3C=CC(C3)C2C(=O)N1CNc1ccc(O)cc1 (stereo unspecified) | 0%
Cc1cn([C@H]2CC(F)[C@@H](CO)O2)c(=O)[nH]c1=O (stereo partly specified) | 0%
O=c1c2c(nc3nc(NCc4ccccc4Cl)[nH]n13)CCC2 | -12%
Further structures:
SMILES | GCN5L2 inh
O=C(O)C1CCNCC1 | 0%
Nc1nc(CSc2nc3ccccc3s2)nc(Nc2ccccc2)n1 | -1%
CCOC(=O)c1cc2c(=O)n3ccccc3nc2n(Cc2ccccc2Cl)c1=N | -2%
CCOC(=O)c1[nH]c2ccc(F)cc2c1NC(=O)CN1CCc2cc(OC)c(OC)cc2C1 | -7%
CC(C)c1ccccc1NS(C)(=O)=O | -5%
N#CC(C(=O)NC1CCCCC1)c1nc2ccccc2nc1N1CCN(c2ccc(F)cc2)CC1 (stereo unspecified) | -4%
O=C(CSC1=NC(=O)C(Cc2ccccc2)C(=O)N1)Nc1ncccn1 (stereo unspecified) | -1%
CC1(C)CC(=O)C2=C(C1)OC1=C(C(=O)CC(C)(C)C1)C2(C)C | 3%
O=c1c2ccccc2oc2nc(-c3cccs3)n(CCc3ccccc3)c(=O)c12 | 2%
CC(=O)c1ccccc1-c1csc2ncnc(Sc3nnnn3C)c12 | -18%
Nc1ncnc2c1nc(Sc1ccc(Cl)cc1)n2[C@H]1OC2COP(=O)(O)O[C@@H]2C1O (stereo partly specified) | 0%
CCOC(=O)c1c(C)[nH]c(C(=O)Nc2ccc(C)c(Cl)c2)c1C | -5%
O=C(CNC(=O)C1CCCCC1)OC(C(=O)c1ccccc1)c1ccccc1 (stereo unspecified) | -10%
